# PAFAH1B3 FP inh: blocks human PAF acetylhydrolase 1B catalytic subunit 3 | Q15102 | recombinant PAFAH1B3, FP-rhodamine probe, fluorescence polarization | inhibition, % at 3.39 µM | 340,000 tested, 0.28% active;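 active means inhibition above the screen-wide average of all tested compounds plus 3 SD, cut at about 25% in these data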;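 further: 0% = enzyme with DMSO only and 100% = wells lacking PAFAH1B3 protein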
# Target sequence (Q15102 whole entry, looked up): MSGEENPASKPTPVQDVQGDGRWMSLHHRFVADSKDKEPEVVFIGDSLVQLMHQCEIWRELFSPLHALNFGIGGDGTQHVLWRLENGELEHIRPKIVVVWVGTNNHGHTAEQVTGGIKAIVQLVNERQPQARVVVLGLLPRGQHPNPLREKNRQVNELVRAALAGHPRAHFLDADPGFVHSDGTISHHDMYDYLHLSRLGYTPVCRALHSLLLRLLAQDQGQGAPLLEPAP
# LYPLA2 counter: blocks human lysophospholipase 2, a PME1 counter-screen | O95372 | recombinant LYPLA2, FP-Rh probe fluorescence polarization | inhibition, % at 5.9 µM | 320,000 tested, 0.38% active;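 active means inhibition above the screen-wide mean plus 3 SD, limit set per campaign, cut at about 26% in these data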;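 further: 0% = LYPLA2 with DMSO and 100% = wells lacking LYPLA2 enzyme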
# PME-1 primary: blocks human protein phosphatase methylesterase 1; 320,000 tested, 0.53% active; recombinant PME-1, FP-Rh probe fluorescence polarization; inhibition, % at 5.9 µM; Q9Y570; AID 2130;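 active means inhibition above the campaign mean of all compounds plus 3 SD, cut at about 26% in these data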;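 further: competitive labeling of PME-1 active site by serine hydrolase directed probe; 0% = PME-1 with DMSO and 100% = wells lacking PME-1 enzyme; inhibitors block probe labeling so polarization falls and inhibition rises; many of its hits are not listed in these tables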
# PAD4 inh: inhibitors of human PAD4; Q9UM07; recombinant PAD4, RCA probe fluorescence polarization; inhibition, % at 6.36 µM; 330,000 tested, 0.41% active;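 active means percent inhibition above a cutoff equal to the mean of all tested compounds plus 3 SD, cut at about 15% in these data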;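 further: 0% = PAD4 with RCA probe and DMSO and 100% = probe without PAD4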
# GSTO1 inh: counter-screen for RBBP9 inhibitors: inhibitors of human GSTO1; recombinant GSTO1, activity-based probe fluorescence polarization; inhibition, % at 5.96 µM; 300,000 tested, 1.1% active;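 active means inhibition above the campaign mean inhibition plus 3 SD, cut at about 35% in these data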;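 further: 0% = GSTO1-1 with DMSO and 100% = wells lacking GSTO1-1 enzyme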
# PAFAH1B2 FP inh: blocks human PAF acetylhydrolase 1b catalytic subunit 2. P68402. 340,000 tested, 1.2% active. AID 492953. inhibition, % at 3.39 µM. recombinant PAFAH1B2, FP-rhodamine activity probe, fluorescence polarization;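 active means inhibition above the mean of all tested compounds plus 3 SD, cut at about 24% in these data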;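 further: 0% = enzyme with DMSO and 100% = wells lacking PAFAH1B2; many of its hits are not listed in these tables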
# LYPLA1 inh: blocks human lysophospholipase 1, a PME1 counter-screen. inhibition, % at 5.9 µM. O75608. recombinant LYPLA1, FP-Rh probe fluorescence polarization. 320,000 tested, 0.16% active. AID 2174;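 active means inhibition above the mean of all tested compounds plus 3 SD, set per campaign, cut at about 14% in these data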;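 further: inhibitors block serine hydrolase probe labeling of LYPLA1 so polarization falls; 0% = enzyme with DMSO and 100% = wells lacking LYPLA1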
# pPAFAH FP inh: pPAFAH (human) enzyme inhibition; 330,000 tested, 1.5% active; AID 463082; Q13093; inhibition, % at 3.39 µM; recombinant pPAFAH, FP-rhodamine probe fluorescence polarization;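 active means inhibition above the mean inhibition across the screen plus 3 SD, cut at about 25% in these data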;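 further: inhibitors block binding of the rhodamine activity-based probe so polarization drops; 0% = enzyme with DMSO and 100% = wells lacking pPAFAH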
# PREPL inhibitor: inhibits the human prolyl oligopeptidase-like enzyme; recombinant PREPL, fluorescence polarization activity-based probe; inhibition, % at 5.96 µM; 320,000 tested, 0.68% active; in the data active means inhibition above about 43%;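 further: 0% = enzyme with DMSO and 100% = wells lacking enzyme; many of its hits are not listed in these tables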
# Target sequence (Q4J6C6 whole entry, looked up): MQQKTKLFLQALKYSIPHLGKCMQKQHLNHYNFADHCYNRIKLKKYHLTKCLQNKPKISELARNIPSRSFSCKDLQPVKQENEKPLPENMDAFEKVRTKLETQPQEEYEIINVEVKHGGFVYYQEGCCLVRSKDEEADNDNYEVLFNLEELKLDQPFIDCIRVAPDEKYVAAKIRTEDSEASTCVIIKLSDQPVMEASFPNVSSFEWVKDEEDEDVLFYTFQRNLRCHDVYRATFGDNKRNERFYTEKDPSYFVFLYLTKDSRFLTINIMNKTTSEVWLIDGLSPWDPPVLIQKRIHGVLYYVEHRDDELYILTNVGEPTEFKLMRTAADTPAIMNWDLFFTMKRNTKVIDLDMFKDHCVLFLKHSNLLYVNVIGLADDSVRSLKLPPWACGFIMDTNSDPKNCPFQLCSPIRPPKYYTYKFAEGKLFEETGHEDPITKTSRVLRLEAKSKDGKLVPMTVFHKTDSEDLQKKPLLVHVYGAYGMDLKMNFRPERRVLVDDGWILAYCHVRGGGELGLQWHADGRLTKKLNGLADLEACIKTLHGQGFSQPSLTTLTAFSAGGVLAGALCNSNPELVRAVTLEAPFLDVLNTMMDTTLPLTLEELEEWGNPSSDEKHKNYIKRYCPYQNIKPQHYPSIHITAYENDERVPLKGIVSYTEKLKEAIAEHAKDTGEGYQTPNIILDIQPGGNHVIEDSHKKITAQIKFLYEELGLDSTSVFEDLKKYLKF
# * marks the source's active call; other numbers are inactive results; . = no result given. Only part of the results is shown (hit frequency here may not be typical).
# The first 3 compounds (preview)
SMILES,PAFAH1B3 FP inh,LYPLA2 counter,PME-1 primary,PAD4 inh,GSTO1 inh,PAFAH1B2 FP inh,LYPLA1 inh,pPAFAH FP inh,PREPL inhibitor
CCOC(=O)CNc1nc(-c2ccncc2)nc2ccccc12,6,3,0,-1,4,2,4,3,2
Cc1ccc(S(=O)(=O)N2CCN(Cc3nnc(-c4c(-c5ccccc5)noc4C)o3)CC2)cc1,1,9,3,-5,.,21,2,1,3
Cc1ccccc1C(=O)O/N=C(\N)c1ccccc1,16,3,-1,-4,-1,0,-2,3,-3

# The whole of this part, from the first entry:
SMILES,PAFAH1B3 FP inh,LYPLA2 counter,PME-1 primary,PAD4 inh,GSTO1 inh,PAFAH1B2 FP inh,LYPLA1 inh,pPAFAH FP inh,PREPL inhibitor
CCOC(=O)CNc1nc(-c2ccncc2)nc2ccccc12,6,3,0,-1,4,2,4,3,2
Cc1ccc(S(=O)(=O)N2CCN(Cc3nnc(-c4c(-c5ccccc5)noc4C)o3)CC2)cc1,1,9,3,-5,.,21,2,1,3
Cc1ccccc1C(=O)O/N=C(\N)c1ccccc1,16,3,-1,-4,-1,0,-2,3,-3
CCC(=O)C(C#N)(c1ccc(OC)c(OC)c1)C(C)C (centres undefined),4,3,-6,-1,.,4,1,1,22
NC(=O)Cc1nc2scc(-c3ccc(Cl)cc3)c2c(=O)[nH]1,7,2,4,-11,1,-1,2,10,-11
O=C(O)c1ccc2c3c(cccc13)C(=O)N(OS(=O)(=O)c1ccccc1)C2=O,-2,2,-2,-4,-16,6,-1,3,-4
NC(=O)c1ccccc1NC(=O)/C=C/c1cccc(Cl)c1,-5,0,-68,-1,-10,4,-1,2,0
COc1ccccc1/C=C/C(=O)Nc1ccc2c(c1)OCCO2,6,3,4,1,-8,2,-3,8,8
CC(NS(=O)(=O)c1ccc(Cl)cc1)C(=O)Nc1ccc2c(c1)OCCO2 (centres undefined),6,1,0,-2,0,9,-4,3,-2
Cc1oc(-c2cccs2)nc1CN1CCN(CC(C)C)C(CCO)C1 (centres undefined),5,3,3,-1,4,4,2,-1,17
COc1cccc(CN2CCNC(=O)C2CC(=O)NCCc2nc(C)c(C)s2)c1OC (centres undefined),7,-2,3,0,-5,-2,-2,3,0
CC(=O)CSc1nc2c(c(=O)[nH]c(=O)n2C)n1Cc1ccccc1Cl,0,-5,8,1,6,2,-1,-2,8
COc1cccc2c1OCC(CN1CCN(Cc3ccccc3F)C(CCO)C1)=C2 (centres undefined),1,1,0,-8,-4,3,0,-1,11
Cc1ccc(CNC(=O)C(NS(=O)(=O)c2cccc3nsnc23)c2ccccc2)cc1 (centres undefined),9,3,2,1,0,4,-1,3,5
CC1Cc2ccccc2N1C(=O)c1cc2sccc2n1Cc1ccccc1 (centres undefined),2,-5,-1,0,0,-1,-1,8,-6
Cc1nc(SC(C)C(=O)Nc2cccc(C(F)(F)F)c2)c2c(C)c(C(=O)O)sc2n1 (centres undefined),7,-8,0,-3,-55,1,-8,-8,-2
CCc1ccc(S(=O)(=O)c2cn(C)c3cc(OC)c(OC)cc3c2=O)cc1,3,0,-5,-7,-2,0,-3,-5,6
CC(=O)c1cccc(NC(=O)c2ccc([N+](=O)[O-])o2)c1,-5,1,-3,-1,5,7,-1,-1,-2
COCCCNC(=O)C(C#N)c1nc2ccccc2nc1N1CCCC1 (centres undefined),7,1,-7,-8,-2,0,1,5,6
CSc1nnc(NC(=O)c2nc(S(=O)(=O)Cc3ccccc3F)ncc2Cl)s1,8,1,-6,-2,-8,5,0,0,9
CCOc1ccc(NC(=O)c2sccc2-n2cccc2)cc1,3,3,1,-7,1,1,1,7,-2
Cc1csc2ncc(C(=O)NCc3ccccn3)c(=O)n12,6,1,1,4,5,1,1,-2,-6
COc1ccc(N2CCN(C(=O)c3cc4c(-c5cccc(OC)c5)nn(C)c4s3)CC2)cc1,-2,3,4,0,-4,2,-2,7,-9
COc1ccc(OC)c(C2C(C(=O)c3ccco3)=C(O)C(=O)N2CCN2CCOCC2)c1 (centres undefined),3,-2,-2,-6,-1,4,2,0,-6
Cc1ccc(NC(=O)c2ccccc2N(C)S(C)(=O)=O)cc1C,5,2,2,-2,-3,10,-3,0,29

# (more compounds)
SMILES,PAFAH1B3 FP inh,LYPLA2 counter,PME-1 primary,PAD4 inh,GSTO1 inh,PAFAH1B2 FP inh,LYPLA1 inh,pPAFAH FP inh,PREPL inhibitor
CCn1cc(Br)c(C(=O)NC(=S)Nc2ccc(C(=O)OC)cc2)n1,9,-1,1,1,5,5,0,2,1
Cc1cn2c(-c3ccncc3)nnc2s1,8,-3,2,-1,0,0,0,2,-6
CC(=O)Oc1c(C)c2c3c(c1OC(C)=O)[C@@H](C)CC[C@@H]3[C@@H](C)C[C@H]2C=C(C)C,6,2,-5,3,.,7,-2,8,1
CC(=O)/C(C#N)=C1\NC(=O)C(Cc2ccc(F)cc2)S1 (centres undefined),4,-4,2,-2,-7,0,-4,-10,9
CCCCCCC(=O)N/N=C/c1ccco1,2,6,3,-3,0,-2,1,4,5
COc1ccc(SC[C@H](CC(C)C)N2CCN(CCc3ccccc3)CCC2=O)cc1,5,9,4,-2,2,0,3,6,12
CC(C)c1ccc(NC(=O)C2C3C=CC4(CN(Cc5cccnc5)C(=O)C24)O3)cc1 (centres undefined),-5,4,-5,-3,2,-2,-1,-3,8
Cc1cc(NC(=O)CCSc2ccccc2)no1,3,1,3,0,8,4,-3,6,4
CC1(C)CC(=O)C=C(Nc2ccc(Br)cc2F)C1,7,-3,-3,1,3,0,0,2,-21
CC(=O)NN1C(=O)/C(=C\c2ccc(C)cc2)SC1=S,3,5,-3,1,24,1,2,6,8
O=C(NC(=S)NC1CCS(=O)(=O)C1)c1ccccc1 (centres undefined),-2,8,4,0,6,-1,1,1,9
C#Cc1cccc(NC(=O)C2CCN(C(C)=O)CC2)c1,9,8,3,-6,-4,5,3,7,-5
CC1=Nn2c(nnc2-c2cccs2)SC1,8,0,-4,4,4,1,-1,0,21
COC(=O)C(Cc1ccccc1)NC(=O)CNC(=O)c1sc2ccccc2c1Cl (centres undefined),-5,-4,9,1,2,-4,-3,4,12
Cc1cccc(NC(=O)NCCN2C(=O)C3C4C=CC(C4)C3C2=O)c1 (centres undefined),8,-1,6,-1,1,3,-1,-5,5
CCOC(=O)c1sc(N2C(=O)C(O)=C(C(=O)c3ccco3)C2c2ccc([N+](=O)[O-])cc2)nc1C (centres undefined),3,-15,-13,1,-78,1,-14,9,30
CC(=O)NC(c1ccco1)c1cc(Cl)c2ccc(Cl)nc2c1O (centres undefined),12,5,-3,-9,.,8,4,7,2
CC(C)(C)OC(=O)N1CCC(C(=O)N2CCOCC2)CC1,8,-1,-7,-4,-13,0,1,-3,-7
O=[N+]([O-])c1ccccc1CN1CCN(Cc2ccccn2)CC1,-1,4,4,4,-8,3,2,-2,9
C#CCNC(=O)[C@H](Cc1ccc(C(=O)c2ccccc2)cc1)NC(=O)OC(C)(C)C,1,13,5,0,-3,4,2,6,18
COc1ccc(CNCCCO)cc1OC,1,6,-2,-1,-3,4,1,4,3
COCCCNC(=O)CCCN1C(=O)c2cccnc2Sc2ccccc21,-2,-4,3,-7,-6,1,-4,4,20
COc1ccc(Cl)c(Cn2c(NCc3ccco3)nc3c2c(=O)n(C)c(=O)n3C)c1,6,-6,2,3,-5,-2,-1,7,10
O=C(CN1C(=O)/C(=C/c2ccccc2Cl)SC1=S)NC1C=CS(=O)(=O)C1 (centres undefined),5,0,0,-4,-2,0,-1,3,26
Cc1ccc(OCC(=O)Nc2ccc(-c3nnc(-c4ccco4)o3)cc2)cc1,2,1,-11,-3,4,2,2,3,-13

# Carrying on.
SMILES,PAFAH1B3 FP inh,LYPLA2 counter,PME-1 primary,PAD4 inh,GSTO1 inh,PAFAH1B2 FP inh,LYPLA1 inh,pPAFAH FP inh,PREPL inhibitor
COc1ccc(CCCc2nc3ccccc3[nH]2)cc1,-2,1,0,0,17,1,1,0,-6
COc1ccccc1NC(=O)COC(=O)c1cc(C)oc1C,2,.,.,3,.,1,.,1,-2
Cc1ccc(S(=O)(=O)NCC(=O)N(CC(=O)NCC2CCCO2)C2CCCC2)cc1 (centres undefined),0,-12,-1,1,5,-1,-6,-6,5
CC(=O)NCCc1csc(-c2ccccc2)n1,10,0,-3,-4,5,1,-3,-2,-4
Cc1ccccc1OCc1csc(N)n1,2,6,-3,1,8,0,2,2,6
CCOC(=O)c1c(NC(=O)CN(CC)CC)sc2c1CCN(C(=O)OCC)C2,5,11,1,-7,1,5,1,7,11
COc1ccccc1N1CCN(C(=O)Cc2ccc(Cl)cc2)CC1,11,2,5,-4,4,5,0,9,5
N#CCCN(CCC#N)C(=O)c1ccc(Cl)cc1,-3,4,2,3,-4,-2,-2,3,5
CC(OC(=O)CCCN1C(=O)c2ccccc2C1=O)C(=O)Nc1ncc(Cl)cc1Cl (centres undefined),3,-12,-6,-1,9,7,-3,-6,5
CCO[C@H]1OC(C(=O)O)=C[C@@H](c2ccc3c(c2)OCO3)[C@@H]1CCCO,9,3,-3,-8,8,9,0,5,-3
NC(=O)c1c(NC(=O)CSc2nnc(-c3ccco3)n2-c2ccccc2)sc2c1CCC2,-6,1,1,-1,7,-3,-2,33*,12
CN1CCN(CC(=O)N(C)c2nc(-c3ccccc3)cs2)CC1,9,8,-5,2,1,1,2,3,-1
CCOc1ccc(-c2noc(-c3ccncc3)n2)cc1OCC,6,3,-4,-2,-7,-1,3,-1,8
COc1cc(NC(=O)c2oc3ccccc3c2C)ccc1NC(=O)c1ccco1,10,-3,1,1,3,5,-3,5,18
Cc1ccc(OCCN2C(=O)C(=O)c3cccc(C)c32)cc1,1,1,-4,-1,4,0,0,-1,14
COc1cccc(CN2CCN(Cc3ccc(C#CC(C)(C)O)s3)CC2CCO)c1 (centres undefined),0,-2,-4,-2,1,0,-1,3,-2
O=C(c1ccco1)N1CCN(C(=O)c2ccc(-c3ccccc3Cl)o2)CC1,-5,-2,-4,3,.,4,-3,2,8
O=C(COC(=O)/C=C/c1ccc(OC(F)F)cc1)Nc1cccc(S(=O)(=O)N2CCOCC2)c1,9,.,.,-4,.,-2,.,2,8
CCOC(=O)c1sc(=NC(=O)c2ccc(S(=O)(=O)N(C)c3ccccc3)cc2)n(C)c1C,-6,0,2,3,0,3,0,-2,-1
O=C(O)c1ccc2cc(-c3ccccc3)[nH]c2c1,10,0,5,6,6,6,3,2,13
CCN(CC)CCCCNc1ncc2cc(-c3cc(OC)cc(OC)c3)c(NC(=O)NC(C)(C)C)nc2n1,7,7,1,-3,0,1,4,7,9
Cc1ccc(CNC(=O)C2CCCN2S(=O)(=O)c2ccc3c(c2)C(C)(C)C(=O)N3C)cc1 (centres undefined),-2,-4,-2,0,2,2,0,4,-4
O=C(NCc1cccnc1)c1nc(-c2ccccc2)n(-c2ccccc2)n1,3,-2,1,-3,6,9,-3,1,12
O=C(Nc1ccc(F)cc1)c1cccc2c1C(=O)N(Cc1ccccn1)C2,5,-5,-14,4,11,0,-4,-8,6
CN(C)C=Nc1nonc1N,2,-5,4,3,19,1,-7,-2,6
CCOC(=O)N1CCN(C(=O)c2c[nH]c3ccc(S(=O)(=O)N(C)c4cccc(C)c4)cc3c2=O)CC1,5,-2,-4,2,1,-1,2,1,2
O=C(CCN1CCCCO1)N1CCCC(N2CCN(c3ccc(F)cc3)CC2)C1 (centres undefined),-7,3,-9,-1,10,0,-2,-1,20
CCC/C(=N\NC(=O)c1ccccc1C)c1ccccc1,6,5,-11,-9,11,0,-2,2,-11
COC(=O)c1ccc(C(=O)Nc2ccc(N)cc2N)cc1,-3,2,-6,-6,8,-3,2,4,17
